Bioassay records (PubChem BioAssay)
TRHR ag: qHTS for Small Molecule Agonists and Allosteric Enhancers of Human TRH Receptor: Primary Screen for Agonists; Thyrotropin-releasing hormone receptor (Homo sapiens), P34981; TRHR cells, calcium flux fluo-8, FDSS agonist mode; activation, % at 2 µM; actives 0.18% (n = 360,000); AID 493084, 2011; in the data active = activation above about 30%; note: 0% is about no effect
Target sequence (P34981 whole entry, looked up): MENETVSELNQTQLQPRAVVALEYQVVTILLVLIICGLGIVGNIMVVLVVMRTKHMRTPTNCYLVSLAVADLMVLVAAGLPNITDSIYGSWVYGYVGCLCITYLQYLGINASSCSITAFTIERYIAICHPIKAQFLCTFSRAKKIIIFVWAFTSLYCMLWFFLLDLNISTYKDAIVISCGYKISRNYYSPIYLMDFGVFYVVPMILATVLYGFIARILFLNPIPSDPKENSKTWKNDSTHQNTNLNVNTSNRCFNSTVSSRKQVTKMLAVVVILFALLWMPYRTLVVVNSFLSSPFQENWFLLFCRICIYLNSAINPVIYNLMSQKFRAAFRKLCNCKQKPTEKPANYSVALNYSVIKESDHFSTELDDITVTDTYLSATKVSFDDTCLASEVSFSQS
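Read-out: compound-evoked intracellular calcium rise in TRHR cells, fluo-8 dye, kinetic FDSS fluorescence at 1 s/cycle following a 10-cycle baseline. Cells cultured overnight before dye loading (30 min–1.5 h, RT).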
D1 PAM: Potentiators of Human D1 Dopamine Receptor: qHTS; HEK293 TREx D1 cells, calcium flux, dopamine EC20 potentiation; potentiation, % at 10 µM; actives 0.036% (n = 360,000); AID 504651, 2011; in the data active = potentiation above about 30%; note: 0% is about no effect
RXFP1 antagonist: qHTS Assay for Antagonists of the Relaxin Receptor RXFP1 | Relaxin receptor 1 (Homo sapiens), Q9HBX9 | HEK293-RXFP1, relaxin-stimulated cAMP HTRF, 30 min; active compounds read low | activity change, negative = inhibition, % at 57.5 µM | actives 0.59% (n = 350,000) | AID 1259400, 2018;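 active = activity change of -60% or lower, but not beyond a set lower limit; inconclusive = change between -60% and -40%, or beyond the set limit; inactive = change above -40%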; note: % is set by controls: 0 for no effect and ±100 for the full control effect
RXFP1 agonist: qHTS Assay for Agonists of the Relaxin Receptor RXFP1; Relaxin receptor 1 (Homo sapiens), Q9HBX9; HEK293T-RXFP1 cAMP TR-FRET, 30 min; response scale: percent of porcine relaxin response, buffer zero; Potency, µM (series often up to 57.5 µM), without a hit: at the top dose activation, hits mostly activators; actives 0.3% (n = 370,000); AID 2676, 2010; note: potency is the fitted concentration of half-maximal effect; % is set by controls: 0 for no effect and ±100 for the full control effect; nearly all actives have a fitted effect of over 60% in size; many of its hits are not listed in these tables
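cAMP rise read by TR-FRET after 30 min, 37C compound exposure (up to 58 uM) in RXFP1-transfected HEK293 cells with Ro 20174 present. EC50 from Hill-equation fits, with 29 nM porcine relaxin as 100% and buffer as basal.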
Anesthetic bind: qHTS Assay for Identification of Novel General Anesthetics | Ferritin light chain (Equus caballus), P02791 | apoferritin/1-aminoanthracene competitive binding, fluorescence | Potency, µM (titrated, usually from 77.5 µM), without a hit: at the highest dose activity change, negative = displacement, hits mostly inhibitors | actives 0.074% (n = 350,000) | AID 485281, 2010; note: potency is the fitted concentration of half-maximal effect; % is set by controls: 0 for no effect and ±100 for the full control effect; nearly all actives have a fitted effect of over 20% in size
Target sequence (P02791 2-175 limits assumed): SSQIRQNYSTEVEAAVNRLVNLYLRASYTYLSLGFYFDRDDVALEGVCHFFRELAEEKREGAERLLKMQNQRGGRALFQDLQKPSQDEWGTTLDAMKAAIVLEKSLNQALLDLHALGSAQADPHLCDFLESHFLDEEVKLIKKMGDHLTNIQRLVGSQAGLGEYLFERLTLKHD
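Steps: apoferritin (10 uM) was premixed with half-saturated 1-AMA in PBS, compounds were pin-transferred, plates stood 10 min at room temperature, fluorescence was read at 380/535 nm, and curves were fitted with a Hill equation.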
D1 agonist: Allosteric Agonists of the Human D1 Dopamine Receptor: qHTS | actives 1% (n = 360,000) | activation, % at 2 µM | HEK293 T-REx D1 cells, calcium flux, agonist mode | D(1A) dopamine receptor (Homo sapiens), P21728; in the data active = activation above about 30%; note: 0% is about no effect
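Inducible HEK293 T-REx D1 cells, force-coupled to calcium signalling, were plated at 4000 cells/well with tetracycline and held overnight at 30 C. After no-wash calcium dye loading, compound-evoked calcium rise over 180 s flagged agonists.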
TRHR enhancer: qHTS for Small Molecule Agonists and Allosteric Enhancers of Human TRH Receptor: Primary Screen for Enhancers; TRHR cells, fluo-8 calcium fluorescence, EC20 TRH enhancement; enhancement, % at 2 µM; actives 0.66% (n = 360,000); in the data active = enhancement above about 30%; note: 0% is about no effect
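TRHR-expressing cells loaded with fluo-8 calcium dye were read kinetically (ex 480/em 530) during compound addition, then stimulated with an EC20 of TRH (10 nM final). Enhancement of the Gq-mediated intracellular calcium response was scored.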
D2 potentiator: HTS Assay for Positive Allosteric Modulators of the Human D2 Dopamine Receptor: Primary Screen for Potentiators; potentiation, % at 10 µM; D(2) dopamine receptor (Homo sapiens), P14416; HEK293 T-REx D2, calcium flux, EC20 dopamine potentiation; actives 0.34% (n = 340,000); AID 485347, 2010;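 active = potentiation over 3 SD above the plate norm, cut at about 30% in these data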; note: 0% is about no effect
Target sequence (P14416 whole entry, looked up): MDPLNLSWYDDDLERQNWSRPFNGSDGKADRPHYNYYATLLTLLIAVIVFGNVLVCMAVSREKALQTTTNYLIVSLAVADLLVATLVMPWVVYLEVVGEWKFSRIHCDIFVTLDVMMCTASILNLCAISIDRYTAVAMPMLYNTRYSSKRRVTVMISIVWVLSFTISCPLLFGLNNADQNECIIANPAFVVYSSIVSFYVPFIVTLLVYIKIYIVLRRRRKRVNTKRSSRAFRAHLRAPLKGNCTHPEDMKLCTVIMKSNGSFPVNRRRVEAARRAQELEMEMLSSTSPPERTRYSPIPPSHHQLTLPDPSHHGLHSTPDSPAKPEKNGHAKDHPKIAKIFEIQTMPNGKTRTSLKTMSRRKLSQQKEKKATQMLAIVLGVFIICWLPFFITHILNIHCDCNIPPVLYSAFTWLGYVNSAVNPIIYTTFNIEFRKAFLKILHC
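Tetracycline-induced Hek293 Trex D2 cells, force-coupled to calcium, loaded with no-wash calcium dye. Compound added with 180 s kinetic read for agonism, then EC20 dopamine and a further 180 s read for potentiation.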
D1 antagonist: Antagonist of Human D 1 Dopamine Receptor: qHTS; actives 3.2% (n = 360,000); activity change, negative = inhibition, % at 10 µM; HEK293 TREx D1 cells, calcium flux, dopamine EC80; active compounds read low; D(1A) dopamine receptor (Homo sapiens), P21728; in the data active = activity change below about -30%; note: % is set by controls: 0 for no effect and ±100 for the full control effect
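Tetracycline-induced HEK293 T-REx cells with force-coupled D1 receptor were loaded with a no-wash calcium dye. Compound was added after a 10 s baseline and read kinetically for 180 s; EC80 dopamine was then added and calcium flux followed another 180 s.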
An asterisk follows results filed as active; ? = inconclusive; / = not tested or not shown; [ ] = dose if it differs, or a comment. Unless noted, calls come from the whole dose curve; as a rule, active = well fitted curve in the direction sought with a large enough effect; inconclusive = small, poorly fitted or top-dose-only effect, or another doubt; inactive = no such curve, though single readings can be large; an effect the other way counts as inactive or inconclusive.

Under each structure – TRHR ag | D1 PAM | RXFP1 antagonist | RXFP1 agonist | Anesthetic bind | D1 agonist | TRHR enhancer | D2 potentiator | D1 antagonist
- O=C(c1ccc(-c2cccc(C(F)(F)F)c2)o1)N1CCOCC1
→ -1.6 | 4 | -2 | 3.1% | -14% | -1 | 9 | / | -3
- S=c1[nH]nc(-c2ccc(Cl)cc2Cl)n1-c1ccccc1
→ 0.4 | 0 | 0 | 2.2% | -15% | 4 | -2 | -1 | 32
- Cc1cccc(OCCCCCNCCO)c1
→ 0.6 | 0 | -13 | 2.9% | -18% | 2 | 0 | 4 | -2
- CN(C(=O)CCN1C(=O)c2ccccc2C1=O)c1ccccc1
→ 0.2 | -2 | -2 | 0.1% | -4% | 6 | 4 | 15 | -4
- O=C(CCn1nnc(-c2cccs2)n1)NC1CCCCC1
→ -0.6 | -8 | -2 | 0.2% | 49%[activator] | 1 | -6 | 2 | -6
- O=C1Cc2cc(S(=O)(=O)NCc3ccccc3Cl)cc3c2N1CCC3
→ -0.3 | -7 | ? | 0.9% | -20% | 1 | -4 | 34* | -22
- Cc1ccc2nc(N3CCN(c4ccccc4F)CC3)c(C=O)c(=O)n2c1
→ 0.6 | 0 | 4 | -0.2% | -7% | 2 | -4 | 3 | -2
- CC(NC(=O)Cc1ccccc1[N+](=O)[O-])c1ccccc1 (stereo not given)
→ -2.2 | 4 | / | 3.4% | -7% | -1 | 7 | 10 | -5
- Cc1nc2ccccn2c1-c1csc(Nc2ccc(C(=O)O)cc2)n1
→ 0.6 | -11 | -2 | 3.9% | -5% | 2 | 4 | / | 5
- CCOCC(=O)Nc1cc(C(=O)Nc2ccccc2)ccc1Cl
→ -0.5 | 1 | -1 | 3.0% | -10% | 1 | 7 | -1 | -3

New compounds follow:
Under each structure – TRHR ag | D1 PAM | RXFP1 antagonist | RXFP1 agonist | Anesthetic bind | D1 agonist | TRHR enhancer | D2 potentiator | D1 antagonist
- Cc1cccc(C)c1OCCSc1n[nH]c(N)n1
→ 0.6 | -5 | -3 | 0.2% | -17% | 1 | 5 | -2 | 4
- COc1ccc(C(=O)NCC(=O)N/N=C/c2cn[nH]c2-c2ccccc2)cc1
→ -0.2 | 7 | -20 | 2.3% | ? | -1 | 4 | / | -2
- CCOc1cc(C(=O)OCC(=O)c2c(N)n(C)c(=O)n(C)c2=O)cc(OCC)c1OCC
→ -0.7 | 1 | -23 | 1.8% | -6% | 1 | -3 | / | -5
- Cc1ccc(CSc2nsc(C)c2C#N)cc1
→ 0.0 | -6 | 11 | 0.9% | ? | 4 | -13 | 11 | -5
- O=C(CSCc1ccccc1)NCCCN1CCOCC1
→ -0.7 | -2 | 1 | 1.5% | -3% | 3 | 11 | 2 | 12
- COc1c(C)cc(S(=O)(=O)N2CCCC2)c(C)c1C
→ 0.1 | -6 | -25 | -0.8% | ? | 1 | 0 | 0 | -6
- Cc1cc(C(=O)Nc2ccccc2C(=O)O)oc1C
→ 0.7 | 3 | -3 | -1.9% | -2% | 2 | 5 | 5 | 1
- CCOC(=O)C1=C(c2ccccc2)Nc2ncnn2C1c1ccc(Cl)cc1 (stereo not given)
→ -1.9 | 1 | -4 | 3.2% | -2% | -1 | 10 | 9 | 7
- O=C(Nc1ccnn1C1CCN(Cc2cccc(F)c2F)CC1)C1CCCC1
→ -0.1 | 3 | 2 | -1.2% | -16% | 1 | -5 | -6 | -20
- CCCn1c(SCC#N)nc2c(c1=O)C1(CCCC1)Cc1ccccc1-2
→ 0.3 | -3 | -7 | 0.9% | -8% | 4 | 13 | 3 | 0

(cont.)
Under each structure – TRHR ag | D1 PAM | RXFP1 antagonist | RXFP1 agonist | Anesthetic bind | D1 agonist | TRHR enhancer | D2 potentiator | D1 antagonist
- Cc1cc(C)c2sc(N3CCN(C(=O)c4ccc(N(C)C)cc4)CC3)nc2c1
→ 0.4 | -2 | / | -0.3% | ? | 0 | 4 | -3 | /
- COc1ccc2[nH]c(=O)c(CN(C(=O)c3ccccn3)C3CCCCC3)cc2c1
→ -0.1 | -9 | -15 | 0.6% | -11% | 2 | 1 | -8 | -12
- CS(=O)(=O)N(CC(=O)Nc1cccc([N+](=O)[O-])c1)c1ccccc1F
→ 0.1 | 12 | -4 | 2.2% | -15% | 4 | -2 | 5 | -9
- COC(=O)C(=C/C=C/c1ccco1)C(=O)OC
→ 0.8 | -2 | 2 | -2.5% | -3% | 3 | -4 | -27 | 4
- Cc1ccc(NC(=O)c2ccc(Cn3cc(Br)cn3)o2)cc1
→ 1.8 | -15 | 2 | 2.9% | -2% | 18 | 1 | 1 | -23
- CCN(CC)CCCNC(=O)CCCn1c(=O)[nH]c2ccc(Br)cc2c1=O
→ -0.1 | 3 | / | -0.4% | -5% | 0 | 4 | -7 | -31*
- Cn1cc(S(=O)(=O)N2CCCC2)cc1C(=O)N1CCN(c2ccccc2)CC1
→ 0.5 | -5 | 0 | 3.4% | -5% | 0 | 0 | -1 | 5
- CCN(CC)S(=O)(=O)c1ccc(NC(=O)COC(=O)c2cc(S(=O)(=O)Nc3ccc(OC)cc3)ccc2O)cc1
→ -0.1 | 1 | -25 | -3.1% | ? | 10 | -5 | -4 | -9
- CCN(CC#CCC(O)(c1ccccc1)C1CCCC1)C(C)C (stereo not given)
→ 1.6 | -8 | -13 | -0.6% | -7% | 11 | 13 | -2 | -1
- COC(=O)C1(Cc2ccccc2)NC(c2ccccc2C)C2C(=O)N(c3ccc4c(c3)OCO4)C(=O)C21 (stereo not given)
→ 5.0 | 2 | -11 | 0.9% | -1% | 25 | 2 | -3 | -7

(further entries)
Under each structure – TRHR ag | D1 PAM | RXFP1 antagonist | RXFP1 agonist | Anesthetic bind | D1 agonist | TRHR enhancer | D2 potentiator | D1 antagonist
- O=C(COC(=O)c1cc2c(s1)CCCC2)Nc1ccc(Cl)cn1
→ -1.3 | -5 | -8 | 23% | -6% | 3 | -2 | -10 | 5
- CCC(=O)N1CCN=C1SCc1c(F)cccc1Cl
→ -0.2 | -5 | -8 | -0.5% | -22% | -1 | -3 | 1 | 5
- O=C(N/N=C/c1ccccn1)c1[nH]c2ccc([N+](=O)[O-])cc2c1-c1ccccc1
→ 1.3 | -6 | ? | 0.9% | -20% | 3 | 8 | 1 | -10
- COc1ccc(CNC(=O)[C@H](C)NC(=O)C2CC(=O)N(c3ccc4c(c3)OCO4)C2)cc1 (stereo not given in full)
→ 0.1 | 0 | 3 | 3.0% | 4% | 4 | 2 | -3 | 2
- O=C(CNC(=O)OCc1ccccc1)NCC(=O)N1CCCC1C(=O)OCc1ccccc1 (stereo not given)
→ -0.3 | -8 | -2 | -0.1% | -8% | 0 | -13 | -10 | -8
- O=C(c1cccc(Cl)c1)N1CCC(C(=O)N2CCN(Cc3ccccc3)CC2)CC1
→ 0.0 | -1 | -14 | 1.4% | -6% | 0 | -5 | 6 | -9
- CCCNc1ccc(C(=O)OCC)cc1[N+](=O)[O-]
→ -2.1 | -3 | -18 | 3.6% | -8% | 1 | -4 | / | -14
- CN(C)S(=O)(=O)c1ccc(NC(=O)CN2CCCCCC2)cc1
→ 0.8 | 1 | -2 | -2.5% | -4% | 2 | 10 | -2 | 2
- C[C@H](NC(=O)C1CCN(S(=O)(=O)c2ccccc2)CC1)C(=O)NCc1ccco1
→ -0.8 | 1 | 5 | -1.1% | -2% | 8 | 0 | -3 | 12
- CC(=O)C1=C(c2ccc(Br)cc2)C(=O)c2ccccc2C1=O
→ -0.3 | -1 | -16 | -0.2% | -14% | 1 | -4 | -4 | 14

Later entries:
Under each structure – TRHR ag | D1 PAM | RXFP1 antagonist | RXFP1 agonist | Anesthetic bind | D1 agonist | TRHR enhancer | D2 potentiator | D1 antagonist
- COc1ccc(N2CCN(Cc3nc4c(c(=O)[nH]c(=O)n4C)n3CCCc3ccccc3)CC2)cc1
→ -0.2 | 2 | -22 | 0.1% | -10% | 1 | 2 | / | 10
- Cc1ncc(CO)c(/C=N/Nc2ccc(C(F)(F)F)cn2)c1O
→ 0.6 | 2 | -9 | 0.6% | 1% | 4 | 2 | 9 | 4
- COC(=O)c1cc(S(=O)(=O)NCc2ccc(Br)cc2)c[nH]1
→ -0.2 | 6 | 15 | 0.5% | ? | 0 | 9 | -9 | 13
- Cc1ccc(NC(=O)C2(S(=O)(=O)c3ccc(C)cc3)CC2)cc1
→ -1.4 | -7 | 2 | -0.3% | -8% | 1 | -6 | -10 | 10
- CCOC(=O)c1c(C)[nH]c(C)c1S(=O)(=O)N(C)CC(=O)Nc1ccc(C)cc1Br
→ -0.3 | -4 | / | -1.3% | 2% | 1 | 0 | -4 | 7
- CC1Cc2ccccc2N1CC(=O)NCc1ccc2c(c1)OCO2 (stereo not given)
→ -1.0 | -4 | 0 | 0.4% | 5% | 2 | -1 | / | 3
- CC(C)c1ccc(S(=O)(=O)Nc2cc3c(cc2NCc2ccccc2)n(C)c(=O)n3C)cc1
→ -0.9 | -6 | / | 3.0% | -7% | 3 | -6 | 5 | -28
- Cc1nc(NC(=S)Nc2ccccc2)sc1C
→ 0.9 | 5 | -3 | 14% | 2% | -2 | 0 | -7 | -5
- O=C(CC1CCC1)NC(c1ccccc1)c1ccccc1
→ -0.2 | -1 | -1 | 2.7% | -10% | 1 | -3 | -1 | -3
- CCOc1ccc2oc(C(=O)OCC(=O)NC(=O)NC3CCCC3)c(C)c2c1
→ 0.9 | -6 | 5 | 1.7% | ? | 4 | 0 | 5 | -1
- CCOC(=O)C1=C(N)Oc2cc(O)ccc2C1c1ccc(F)cc1F (stereo not given)
→ -0.1 | -9 | -5 | 1.0% | ? | 10 | 0 | / | -12

An excerpt (hit frequency here may not be typical).
